M5 ag – CHRM5 agonism in calcium assay; activation, % at 3 µM; hit rate 0.19% among 360,000; CHO-K1 hM5 cells, Fluo-8 calcium fluorescence; 0% DMSO wells, 100% maximal acetylcholine response; AID 624037; P08912;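 active means activation above the run's mean over test compounds plus 3 SD, cut at about 23% in these data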;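 further: signal is peak over basal fluorescence ratio across the kinetic read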
M5 PAM – positive allosteric modulators of human muscarinic M5 receptor; CHO-K1 hM5, Fluo-8 calcium, ACh EC20 PAM; 0% = ACh EC20, 100% = ACh EC100; hit rate 0.3% among 360,000; P08912; activation, % at 3 µM; AID 624038;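 active means activation above the run cutoff, the mean activation of all test compounds plus 3 SD, cut at about 18% in these data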
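Assay system: CHO-K1 hM5 cells. Also added: acetylcholine at EC20 concentration, added after compound. Dosing: 3 µM, single dose. Times: compound preincubation 140 s before EC20 acetylcholine addition. Signal: Fluo-8 calcium fluorescence. Measure: % activation relative to EC20 and EC100 ACh responses. Repeats: singlicate, one well per test compound.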
CRFBP-R2 agonist – agonists of human CRF-binding protein/CRF-R2 receptor complex; HEK293 CRF-R2/CRF-BP, calcium dye fluorescence (FLIPR); percent of saturating CRF peptide response; hit rate 0.46% among 350,000; activation, % at 13.2 µM;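 active means activation of at least 50%, plus an integration ratio under a set limit after plate pattern correction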;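 further: plate controls were neutral control wells without compound for no effect and CRF at EC100 for full effect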
CHRM5 antagonist – CHRM5 antagonism in calcium assay | P08912 | AID 624040 | hit rate 0.59% among 360,000 | CHO-hM5 cells, Fluo-8 calcium fluorescence, ACh EC80 | inhibition, % at 3 µM;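 active means inhibition above a per-plate cutoff, the mean of that plate's test compounds plus 3 SD, cut at about 27% in these data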;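 further: 0% = acetylcholine EC80 with DMSO and 100% = DMSO without agonist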
CRFR2-BP antag – antagonists of CRF-binding protein/CRF-R2 receptor complex. HEK293 CRF-R2/CRF-BP, CRF-induced calcium fluorescence. inhibition, % at 11.8 µM. hit rate 0.59% among 350,000. AID 588475;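 active means inhibition of the ligand-induced calcium signal above about 50% at the single tested concentration, limit read from the data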
M1 PAM – human CHRM1 positive allosteric modulation | P11229 | CHO-K1 hM1, Fluo-8 calcium fluorescence, ACh EC20; 0% = ACh EC20, 100% = maximal ACh | activation, % at 3 µM | hit rate 0.088% among 360,000 | AID 588819; in the data active means activation above about 19%, passing the limit was not always enough
Target sequence (P11229 whole entry, looked up): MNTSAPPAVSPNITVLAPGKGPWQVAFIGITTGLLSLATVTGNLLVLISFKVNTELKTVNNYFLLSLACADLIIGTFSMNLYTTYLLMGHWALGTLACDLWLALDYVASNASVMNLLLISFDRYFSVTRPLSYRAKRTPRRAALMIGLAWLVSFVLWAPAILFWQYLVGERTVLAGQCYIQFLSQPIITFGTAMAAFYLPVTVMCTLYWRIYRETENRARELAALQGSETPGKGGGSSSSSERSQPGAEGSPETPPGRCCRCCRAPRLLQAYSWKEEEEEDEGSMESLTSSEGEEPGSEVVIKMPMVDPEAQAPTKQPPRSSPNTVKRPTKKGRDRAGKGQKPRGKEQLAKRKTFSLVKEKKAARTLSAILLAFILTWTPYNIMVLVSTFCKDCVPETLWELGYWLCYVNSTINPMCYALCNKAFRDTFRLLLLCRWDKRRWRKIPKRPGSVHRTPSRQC
CHRM4 PAM – CHRM4 positive allosteric modulation | hit rate 0.4% among 360,000 | P08173 | CHO-K1 hM4/Gqi5, Fluo-8 calcium fluorescence, ACh EC20; 0% = ACh EC20, 100% = maximal ACh | activation, % at 3 µM;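 active means activation above its plate's cutoff, the mean activation of sample wells plus 3 SD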; further: some results filed as inactive read as strong as hits
Target sequence (P08173 whole entry, looked up): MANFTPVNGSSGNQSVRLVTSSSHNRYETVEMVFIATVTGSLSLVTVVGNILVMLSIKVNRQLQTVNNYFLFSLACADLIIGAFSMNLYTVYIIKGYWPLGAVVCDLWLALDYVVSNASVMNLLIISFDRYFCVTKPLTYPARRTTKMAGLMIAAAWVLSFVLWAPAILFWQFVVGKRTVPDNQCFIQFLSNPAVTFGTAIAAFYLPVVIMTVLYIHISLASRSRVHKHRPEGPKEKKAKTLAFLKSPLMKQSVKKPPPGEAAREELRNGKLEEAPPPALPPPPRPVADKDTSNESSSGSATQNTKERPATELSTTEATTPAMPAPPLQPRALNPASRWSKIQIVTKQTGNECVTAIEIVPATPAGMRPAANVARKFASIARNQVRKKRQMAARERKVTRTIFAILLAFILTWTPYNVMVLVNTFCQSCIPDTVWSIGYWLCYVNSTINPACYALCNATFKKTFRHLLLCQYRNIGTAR
M4 ag – CHRM4 agonism in calcium assay | P08173 | CHO-K1 hM4/Gqi5, Fluo-8 calcium fluorescence; vehicle 0%, full acetylcholine response 100% | activation, % at 3 µM | hit rate 0.14% among 360,000 | AID 624127;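 active means activation above the run mean over all test wells plus 3 SD, cut at about 32% in these data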;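 further: peak over basal fluorescence ratio per well then scaled between controls; 0% = DMSO wells and 100% = acetylcholine at EC100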
CHRM4 antagonist – antagonists of human muscarinic M4 receptor (CHRM4); P08173; CHO-hM4 cells, ACh EC80, Fluo-8 calcium fluorescence; inhibition, % at 3 µM; hit rate 0.73% among 360,000; AID 624125;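 active means inhibition above its plate's cutoff, the mean inhibition of sample wells plus 3 SD, cut at about 27% in these data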;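 further: 0% = acetylcholine EC80 with DMSO and 100% = DMSO without agonist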
* hit, by the source's call; / = not tested or not shown.

SMILES	M5 ag	M5 PAM	CRFBP-R2 agonist	CHRM5 antagonist	CRFR2-BP antag	M1 PAM	CHRM4 PAM	M4 ag	CHRM4 antagonist
N#Cc1ccc(C(=O)Nc2nnc(-c3ccco3)o2)cc1	1	0	0.1	-3	14	2	-3	0	-2
O=C1CC(c2ccc(Cl)cc2)CC(O)=C1C=NCc1ccc(Cl)c(Cl)c1 (stereo not given)	-6	5	1.3	-2	-23	12	-1	0	1
CCOc1ccccc1NC(=O)c1ccc2nc[nH]c2c1	-2	3	-0.3	6	0	9	1	2	-1
[O-]/[N+](=C\c1ccccc1)c1ccccc1	4	4	-1.9	2	2	6	-2	0	8
COc1ccc(-c2c3c(cc4ncn(Cc5ccccc5)c24)COC3=O)cc1	-4	-6	-1.7	6	-5	11	15	-1	19
CC(Cc1ccccc1)C(=O)N(C)Cc1ccccc1 (stereo not given)	-4	1	-1.9	12	2	17	0	0	2
Cc1ccc(S(=O)(=O)c2c(C)nn(C(C)(C)C)c2OC(=O)C(C)(C)C)cc1	6	7	7.2	-2	-18	5	3	2	7
C[C@@H]([C@H](O)c1ccccc1)N(C)C(=S)Nc1ccccc1	-2	3	-0.9	6	-10	11	-1	0	9
O=C(Cc1ccccc1)c1c[nH]c(C(=O)NCc2ccncc2)c1	0	2	1.7	5	-7	4	3	1	-2
CCCOC(=O)c1c(NC(=O)C2CCCO2)sc(C(=O)OC)c1C (stereo not given)	-2	0	0.0	-5	-13	-2	8	0	6
CN(C)C(CNC(=O)CSc1nc2ccccc2c(=O)n1Cc1ccco1)c1ccccc1 (stereo not given)	-7	0	-1.4	-7	2	8	6	1	-16
O=C(O)c1nc(NCCc2ccccc2)ncc1Cl	-1	-1	5.8	3	4	17	0	1	-12
COc1ccc(-c2nc(NC(=O)C3CC(=O)N(Cc4ccco4)C3)sc2C)cc1 (stereo not given)	2	-2	-1.4	5	-8	4	0	10	-4
O=C(/C=C/Nc1ccc(F)cc1Br)c1ccccc1	-1	2	-0.8	-2	16	16	-3	0	0
CCOc1ccc(C(=O)NC(=S)Nc2ccc(NC(=O)C(C)C)cc2)cc1[N+](=O)[O-]	2	-4	-2.3	4	-22	-11	-6	3	5
COc1cc(CC(=O)Nc2ccccc2N2CCOCC2)cc(OC)c1OC	-1	0	1.9	2	4	12	3	1	7
CC(C)(C)C(=O)N1CCC(O)(CS(=O)(=O)Cc2ccc(Cl)cc2)CC1	2	-2	-1.6	3	-8	0	-1	1	3
Clc1cccc(Oc2cnc3ccccc3n2)c1	1	8	-1.3	0	9	5	30*	-1	3
COC(=O)C[C@@H]1C=C[C@@H](NC(=O)c2cccnc2)[C@@H](CO)O1	3	5	/	-3	/	/	16	1	0
COCCN(C(=O)CC1C(=O)NCCN1Cc1ccc(-c2ccccc2)cc1)C(C)C (stereo not given)	0	4	-0.2	1	-4	16	5	1	4
CCOC(=O)c1[nH]c2ccc(Cl)cc2c1NC(=O)/C=C/c1ccc2c(c1)OCO2	-2	-3	-1.1	0	8	4	0	1	-9
Cc1csc2ncc(C(=O)NCc3ccccn3)c(=O)n12	0	-6	2.6	4	-1	5	-4	0	-13
O=C(NCc1ccncc1)[C@@H]1CCCN1C(=O)[C@H]1CCCN1C(=O)c1cccs1	2	6	/	0	/	/	13	2	-5
CCOC(=O)C1CCCN(C(=O)Cc2ccc(C)cc2)C1 (stereo not given)	-3	9	2.6	-7	25	6	1	0	8
Cc1ccccc1-c1nc(CS(=O)CC(=O)NC2CCCCC2)c(C)o1 (stereo not given)	-3	11	-1.2	-17	1	15	12	2	-4
C/C(CC(=O)Nc1ccc(Br)cc1)=N\NC(=O)c1cccc(O)c1	-2	-8	1.0	14	-3	4	-4	4	8
CC(C)c1ccc(NC(=O)CSc2nnc(CN3CCOCC3)n2C)cc1	-1	0	-0.5	-4	3	-7	-12	2	9
Cc1coc2c(C)c3oc(=O)c(CCC(=O)NCc4ccccn4)c(C)c3cc12	-6	3	-0.6	2	1	-18	-8	0	5
CSc1ccc(CNCC(O)c2ccccc2)cc1 (stereo not given)	-1	1	-0.8	6	13	6	-5	1	-1
O=C(NCc1ccco1)c1cnn2c1NC(c1ccccc1)CC2C(F)(F)F (stereo not given)	1	-7	1.3	-2	-1	-6	-3	-1	19
O=C(CN1C(=O)NC(Cc2c[nH]c3ccccc23)C1=O)Nc1ccc(F)cc1F (stereo not given)	4	7	-2.7	1	-28	13	4	1	0
O=C(O)c1ccc(/C=N/N2CCN(Cc3ccc(Cl)cc3)CC2)cc1	-1	-3	0.9	5	2	14	-1	1	-4
C=CCOc1c(CNc2ccc3[nH]c(=O)[nH]c3c2)cccc1OC	2	9	0.2	7	5	3	6	6	-8
Cc1ccccc1Cn1c(=O)n(C)c(=O)c2sccc21	5	-2	-0.8	8	-6	7	-3	2	0
COC(=O)C1=C[C@@H](C(=O)OC)[C@@H]2C3=C(C(=O)[C@@]2(C)NC(=O)c2ccccc2)[C@H](C)n2c(=O)n(C)c(=O)n2[C@@H]3C1	-2	-5	0.2	9	4	5	2	2	2
CCn1nnnc1-c1ccc(OC)c(S(=O)(=O)NCCc2ccccc2)c1	-1	0	-0.3	15	-6	8	1	1	0
CCOc1ccc(NC(=O)NCc2ccc3c(c2)OCO3)cc1	-5	1	0.1	1	9	5	-1	0	7
Cc1cccc(NC(=O)COc2ccccc2C(=O)NC(C)c2ccccc2)c1 (stereo not given)	1	-10	1.6	2	-10	4	-7	13	0
NC(=O)c1cc(Cl)ccc1OCC(=O)NC1CC1	-1	6	-0.3	11	-1	11	1	1	-5
OC(c1ccc(Cl)cc1)c1ncc(-c2ccc(Oc3ccccc3)cc2)[nH]1 (stereo not given)	0	-6	/	3	/	1	0	2	-5
CCCOC(=O)Nc1ccc(C(N)=O)cc1	2	3	0.1	-2	11	11	2	1	-2
O=C(CSCc1c(Cl)cccc1Cl)N1CCOCC1	0	-3	0.3	-2	-10	-6	-5	1	6
O=C(COc1cccc(C(F)(F)F)c1)NNC(=O)Cn1c(=O)cnc2ccccc21	2	7	0.1	3	19	9	10	2	4
O=C(Nc1ccccc1N1CCOCC1)c1cccc2ccccc12	1	6	-1.1	11	11	5	-2	7	-12
O=C(NCCOc1ccccc1)[C@@H]1CCCN1C(=O)c1cccs1	3	-5	-2.0	-1	-8	6	1	1	-6
COc1ccc(C2SCCN2C(=S)Nc2cccc(Cl)c2)cc1 (stereo not given)	14	-9	49	11	-71	-13	-10	9	8
COc1ccc(S(=O)(=O)Nc2ncccn2)cc1	1	-1	-0.6	3	5	1	-2	0	-2
C#CC(CCN1CCCCC1)(OC)c1ccccc1 (stereo not given)	-25	-33	4.3	31*	1	-30	-17	0	45*
Cc1ccc(S(=O)(=O)N2C[C@H]3C(=O)C[C@@H]4C(=O)N(c5ccccc5)C(=O)[C@@H]4[C@@H]3C[C@H]2c2cccs2)cc1	4	0	/	1	/	2	2	5	-16
Cn1c(=O)c2[nH]c(Cc3cccc(O)c3)nc2n(C)c1=O	2	-3	-2.2	6	-2	5	2	0	-10
Cc1ccn2c(=O)nc(SCC(=O)N3CCCCCC3)nc2c1	-2	3	-0.9	-3	8	3	-1	0	6
Cc1ccc(OCc2nc(C#N)c(N3CCN(Cc4ccccc4)CC3)o2)cc1	-4	-1	0.7	-3	18	-1	-7	0	-7
COc1ccccc1[C@H]1C(c2ccccc2)=NN(c2ccccc2)[C@@H]1CO	1	-2	-2.6	-11	-3	0	12	-1	-17
O=C(Nc1cccc(S(=O)(=O)N2CCOCC2)c1)c1cnn2c(C(F)F)cc(-c3ccccc3)nc12	-2	6	-0.5	0	10	5	0	1	-1
CC(C)(C)c1ccc(-c2c(C(=O)O)c(C(=O)O)c3n2CSC3)cc1	0	-2	-1.9	11	23	11	-2	1	2
O=c1c2ccccc2nc2n1C(CSc1ccc(Br)cc1)CN2 (stereo not given)	-2	1	2.3	-7	-3	5	3	0	-1
C=CCC12C=C(OC)C(=O)OC(OC)(C1O)[C@H](c1ccc3c(c1)OCO3)[C@H]2C (stereo not given in full)	0	-5	0.4	2	6	5	1	1	3
COc1ccc2cc(C(=O)O)n(CC(=O)c3ccccc3)c2c1	1	-1	-1.6	11	5	-2	-11	17	7
COc1cccc(C(=O)NNC(=O)C2CC(C)=C(C)CC2C(=O)O)c1 (stereo not given)	-1	3	1.7	1	-1	8	15	1	3
O=C(Nc1oc2ccccc2c(=O)c1-c1ccc2c(c1)OCO2)c1ccco1	1	-3	-0.6	-5	-3	20	3	2	-15

Next section
SMILES	M5 ag	M5 PAM	CRFBP-R2 agonist	CHRM5 antagonist	CRFR2-BP antag	M1 PAM	CHRM4 PAM	M4 ag	CHRM4 antagonist
COCCCN1CCN(C2Cc3ccccc3Sc3ccc(Cl)cc32)CC1 (stereo not given)	1	-18	2.9	30*	-55	-23	-33	15	6
COc1ccc(C(=O)CSc2nc3[nH]ncc3c(=O)[nH]2)cc1	-2	-8	-0.8	5	14	-3	4	2	1
Cc1cccc(NC(=O)CSc2nc(C)c(Cc3ccccc3)c(=O)[nH]2)c1	-3	1	-2.7	9	20	9	7	2	-2
COc1ccc(/C(N)=N/OC(=O)c2ccc3c(c2)OCO3)cc1OC	-1	-2	-1.1	1	10	9	8	0	3
Cc1ccc(CNC(=O)CCNS(=O)(=O)c2ccc(Br)s2)cc1	-4	-4	-4.2	-8	-6	6	5	4	1
COC(=O)NNC(=S)NCc1ccc(C)cc1	-1	-1	-1.6	7	5	0	-3	0	2
Cn1c(/C(C#N)=C/c2ccc(O)cc2)nc2ccccc21	0	-1	0.6	1	3	3	3	1	-1
CCOC(=O)c1cc2c(ccn2C)n1CC(=O)N(Cc1ccccc1)c1ccccc1	-1	0	4.8	-3	8	4	4	5	14
C/C(=N\NC1=N[C@H]2CS(=O)(=O)C[C@H]2S1)c1ccccc1	2	-4	-1.1	9	-10	2	-4	0	5
CCc1nc2ccc(C(=O)N(C)C(C)C)cn2c1N(CC)Cc1cccc(Br)c1	-4	-9	/	-4	/	3	-1	-2	-19
COC(=O)c1ccc(C(=O)N=c2sccn2C)cc1	-2	2	0.9	6	-2	11	4	3	7
O=C(O)c1ccc(Nc2ncnc3c2cnn3Cc2ccccc2)cc1	0	4	-2.5	-4	-7	13	9	0	-6
CC1CCCCN1C(=O)CSc1nnc2ccccn12 (stereo not given)	-4	1	0.0	-2	4	6	-1	1	-7
Cc1ccc(C(=O)CN2C(=O)NC3(CCc4ccccc43)C2=O)s1 (stereo not given)	2	0	0.4	-3	-4	-5	6	2	-2

Among those listed so far, 4 contain two or more sulfur atoms.
SMILES	M5 ag	M5 PAM	CRFBP-R2 agonist	CHRM5 antagonist	CRFR2-BP antag	M1 PAM	CHRM4 PAM	M4 ag	CHRM4 antagonist
COc1ccc(C2SCCN2C(=S)Nc2cccc(Cl)c2)cc1 (stereo not given)	14	-9	49	11	-71	-13	-10	9	8
Cc1ccc(S(=O)(=O)N2C[C@H]3C(=O)C[C@@H]4C(=O)N(c5ccccc5)C(=O)[C@@H]4[C@@H]3C[C@H]2c2cccs2)cc1	4	0	/	1	/	2	2	5	-16
Cc1ccc(CNC(=O)CCNS(=O)(=O)c2ccc(Br)s2)cc1	-4	-4	-4.2	-8	-6	6	5	4	1
C/C(=N\NC1=N[C@H]2CS(=O)(=O)C[C@H]2S1)c1ccccc1	2	-4	-1.1	9	-10	2	-4	0	5
